Bioassay records as filed in PubChem.
GLD-1 RNA inh = GLD-1-TGE RNA interaction inhibition (C. elegans); Q17339; purified GLD-1 + fluorescein TGE RNA, fluorescence polarization; inhibition, % at 5.96 µM; actives 0.44% (n = 320,000); AID 2280;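 active means percent inhibition above a per-plate cutoff, the plate mean of test compounds plus 3 SD, cut at about 30% in these data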;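 further: 0% = DMSO wells with GLD-1 and probe and 100% = wells lacking GLD-1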
MCL1-BIM inh = MCL1-BIM-BH3 interaction inhibition (human). GST-MCL1 / FITC-Bim-BH3 fluorescence polarization. inhibition, % at 10.9 µM. actives 0.68% (n = 320,000). AID 2057;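 active means inhibition above the mean inhibition of all tested compounds plus 3 SD, set per campaign, cut at about 40% in these data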;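 further: 0% = DMSO wells and 100% = unlabeled Bim-BH3 peptide control; higher means more loss of mP so more displacement of Bim peptide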
Target sequence (Q07820 whole entry, looked up): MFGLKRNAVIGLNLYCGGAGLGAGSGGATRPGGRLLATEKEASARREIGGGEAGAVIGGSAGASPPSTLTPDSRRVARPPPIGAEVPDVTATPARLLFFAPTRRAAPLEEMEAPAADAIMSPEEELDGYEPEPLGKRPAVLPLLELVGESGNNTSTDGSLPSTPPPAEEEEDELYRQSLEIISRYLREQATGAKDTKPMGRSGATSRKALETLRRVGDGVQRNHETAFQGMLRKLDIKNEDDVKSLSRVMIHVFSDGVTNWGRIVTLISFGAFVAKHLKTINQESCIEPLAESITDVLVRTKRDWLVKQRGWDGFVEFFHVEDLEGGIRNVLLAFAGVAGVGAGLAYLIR
BCLXL inh = blocks human Bcl-xL binding to Bim BH3 peptide; Q07817; GST-Bcl-xL / FITC-Bim BH3 peptide fluorescence polarization; inhibition, % at 10.9 µM; actives 0.7% (n = 320,000); AID 2129;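 active means inhibition above the mean of all tested compounds plus 3 SD, cutoff set per campaign, cut at about 30% in these data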;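 further: 0% = DMSO wells and 100% = unlabeled Bim-BH3 peptide competitor; inhibitors lower millipolarization by displacing the labeled peptide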
Target sequence (Q07817 whole entry, looked up): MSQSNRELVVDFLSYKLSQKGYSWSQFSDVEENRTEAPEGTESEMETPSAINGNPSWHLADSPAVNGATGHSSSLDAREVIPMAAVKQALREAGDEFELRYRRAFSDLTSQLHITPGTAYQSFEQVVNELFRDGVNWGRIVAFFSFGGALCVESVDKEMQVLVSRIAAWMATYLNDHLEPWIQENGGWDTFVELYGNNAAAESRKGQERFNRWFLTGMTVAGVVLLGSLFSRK
GRK2 inh = inhibitors of human GRK2 displacing RNA aptamer | P25098 | bead flow cytometry, FAM-aptamer displacement from GRK2 | inhibition of aptamer binding, % at 10 µM | actives 0.59% (n = 330,000) | AID 488847;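 active means inhibition of aptamer binding above 40%, roughly 3 SD of noise, on plates passing a quality check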;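 further: median bead fluorescence of bound FAM aptamer so fluorescent compounds give negative values; no value below 0 was filed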
VLA-4 inh = inhibition in a human VLA-4 binding assay; actives 0.2% (n = 330,000); inhibition, % (about 7 µM as worked out from the volumes in the protocol); VLA-4 expressing cells, ligand binding flow cytometry; AID 2557; in the data active means inhibition above about 50%
AGP1-GFP MLPCN = alters AGP1-GFP fluorescence in TOR pathway yeast screen; S. cerevisiae AGP1-GFP multiplex flow cytometry, 3 h; GFP as percent of DMSO wells; GFP response vs DMSO, % at 10 µM; actives 0.02% (n = 320,000);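 active means GFP response relative to DMSO above a set limit, near screen average plus 3 SD, cut at about 150% in these data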;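 further: median GFP channel fluorescence of the gated AGP1 strain per well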
CIT2-GFP yeast = modulators of TOR pathway CIT2-GFP in S. cerevisiae. GFP response vs DMSO, % at 10 µM. S. cerevisiae CIT2-GFP strain, flow cytometry, 3 h; 100 means same as DMSO wells. actives 0.065% (n = 320,000);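 active means GFP response relative to DMSO above a set limit, near the screen mean plus 3 SD, cut at about 150% in these data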;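 further: ratio of well median GFP fluorescence to mean of DMSO wells on the plate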
Fam108B inh = blocks mouse Fam108B hydrolase in RBBP9 counter-screen | AID 1947 | inhibition, % at 9.51 µM | actives 0.33% (n = 300,000) | recombinant Fam108B, FP-Rh probe fluorescence polarization;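 active means inhibition above the screen mean inhibition plus 3 SD, computed separately per campaign, cut at about 18% in these data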;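 further: inhibitors lower polarization as less probe binds the enzyme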
MEX-5 binding = C. elegans MEX-5 TCR-2 RNA binding activity | Q9XUB2 | MEX-5/FITC-TCR2 RNA binding, fluorescence polarization; stronger effect = lower value | activity score (negative = inhibition of binding), % at 10 µM | actives 0.38% (n = 300,000);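 active means inhibition past about -25% in most replicates, and total fluorescence under double the plate's negative control median, limit read from the data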;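 further: 0% = DMSO and -100% = 5 µM competing unlabeled TCR2 RNA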
Target sequence (Q9XUB2 whole entry, looked up): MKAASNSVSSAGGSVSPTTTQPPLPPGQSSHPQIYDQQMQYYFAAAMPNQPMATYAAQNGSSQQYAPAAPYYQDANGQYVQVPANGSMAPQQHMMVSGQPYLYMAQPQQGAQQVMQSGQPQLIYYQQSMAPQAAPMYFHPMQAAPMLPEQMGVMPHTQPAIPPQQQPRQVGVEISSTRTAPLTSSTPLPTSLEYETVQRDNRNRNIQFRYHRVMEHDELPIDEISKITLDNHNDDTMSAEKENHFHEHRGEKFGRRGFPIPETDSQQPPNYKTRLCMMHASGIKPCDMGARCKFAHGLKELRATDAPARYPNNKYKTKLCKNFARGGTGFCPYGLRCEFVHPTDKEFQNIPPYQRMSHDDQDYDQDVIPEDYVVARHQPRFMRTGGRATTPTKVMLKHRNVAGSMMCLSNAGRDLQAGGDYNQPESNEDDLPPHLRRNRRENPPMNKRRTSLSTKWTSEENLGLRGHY
The depositor's hits bear a star; nt = no result given; [ ] = remark or other dose. An unsorted share of the library; about 2.2% have a hit in one of these screens.

SMILES	GLD-1 RNA inh	MCL1-BIM inh	BCLXL inh	GRK2 inh	VLA-4 inh	AGP1-GFP MLPCN	CIT2-GFP yeast	Fam108B inh	MEX-5 binding
CCCN1CCC(=O)N([C@H](CSc2ccccc2)c2ccccc2)CC1	8	10	9	0	-4	105	101	0	0.0
O=C(OCn1ncc(Br)c(Br)c1=O)c1ccc(F)cc1	-17	-10	1	6	39	81	nt	-11	0.8
CCOc1cc(C(=O)OC(C)C(=O)Nc2ccc(NC(C)=O)cc2)ccc1OCC(=O)N1CCCCC1 (centres undefined)	4	-11	-4	3	18	86	114	-1	0.8
CCCNC(=S)N1CCN(Cc2ccc3c(c2)OCO3)CC1	7	2	-4	0	20	89	93	-3	-2.1
Cc1cc(C)n(C(=O)c2ccc(S(=O)(=O)NCC3CCCO3)cc2)n1 (centres undefined)	5	5	8	3	18	105	107	-2	-0.2
CC(C)N(Cc1cnn(C)c1)Cc1nc(Cc2ccccc2Cl)no1	0	-1	0	1	12	105	114	2	-1.1
c1ccc2c(c1)CC(N1CCCCC1)c1ccccc1N2 (centres undefined)	-5	4	2	0	3	96	96	0	-1.9
O=C(NCc1ccco1)C1CCCN(S(=O)(=O)c2cc(Cl)ccc2Cl)C1 (centres undefined)	1	1	0	1	-4	88	nt	-3	-0.4
O=C(Cn1ncc2c3ccccc3n(Cc3ccccc3)c2c1=O)N1CCN(c2ncccn2)CC1	2	5	-1	0	5	101	89	-1	2.9
CC(C)Cc1nc(N2CCN(C(=O)C(C)C)CC2)c(C#N)c2c1CCC2	0	-2	3	1	-15	98	104	-1	-1.3
COc1cccc(NC(=O)C(Sc2nc3ccccc3c(=O)n2CC(C)C)c2ccccc2)c1 (centres undefined)	3	13	3	4	-3	99	103	-1	-2.8
COc1ccccc1C(c1nnnn1CS(=O)(=O)c1ccc(C)cc1)N1CCSCC1 (centres undefined)	1	-4	1	0	17	98	99	2	-0.2
COc1ccc(S(=O)(=O)Cc2ccc(C(=O)N3CCN(C(=O)c4ccco4)CC3)o2)cc1	5	-3	0	2	16	110	111	2	0.9
Cc1cc(C)n2nc(C(=O)OC(C)C(=O)c3ccccc3)nc2n1 (centres undefined)	3	-2	0	0	7	106	97	0	0.1
c1cn2c(NC3CCCCC3)c(-c3ccc(SC4CCCCC4)cc3)nc2cn1	2	8	11	0	-61	97	98	3	1.8
C/C(=N/NC(=O)c1ccccn1)c1c[nH]c2ccccc12	3	11	5	0	-1	104	88	-1	-0.7
CC(OCC(O)CN1CCCCC1CCO)c1ccc(Cl)cc1 (centres undefined)	3	5	3	75*	-1	106	94	-3	1.8
CCOc1ccccc1N(CC(=O)N1CCc2ccccc2C1)S(C)(=O)=O	-4	6	7	2	6	100	104	-4	-1.2
Cn1c(Cn2c(=O)sc3ccccc32)nnc1SCc1ccc(F)cc1	-5	2	2	7	17	101	96	-1	1.7
Cc1cc(F)ccc1S(=O)(=O)Nc1ccccc1C(=O)N1CCCC1	5	0	4	0	3	104	100	nt	nt

Rewritten in CSV form: 4 of the compounds above
molecule,GLD-1 RNA inh,MCL1-BIM inh,BCLXL inh,GRK2 inh,VLA-4 inh,AGP1-GFP MLPCN,CIT2-GFP yeast,Fam108B inh,MEX-5 binding
CCOc1ccccc1N(CC(=O)N1CCc2ccccc2C1)S(C)(=O)=O,-4,6,7,2,6,100,104,-4,-1.2
O=C(OCn1ncc(Br)c(Br)c1=O)c1ccc(F)cc1,-17,-10,1,6,39,81,nt,-11,0.8
Cc1cc(C)n(C(=O)c2ccc(S(=O)(=O)NCC3CCCO3)cc2)n1 (centres undefined),5,5,8,3,18,105,107,-2,-0.2
CC(C)N(Cc1cnn(C)c1)Cc1nc(Cc2ccccc2Cl)no1,0,-1,0,1,12,105,114,2,-1.1

Later entries:
SMILES	GLD-1 RNA inh	MCL1-BIM inh	BCLXL inh	GRK2 inh	VLA-4 inh	AGP1-GFP MLPCN	CIT2-GFP yeast	Fam108B inh	MEX-5 binding
O=C(O)CCNS(=O)(=O)c1ccccc1Br	-14	-5	-4	1	0	101	94	-1	-1.6
Cc1cc(C)n(-c2nc(N(c3ccccc3)c3ccccc3)nc(-n3nc(C)cc3C)n2)n1	6	-6	-4	4	24	101	98	-6	nt
Cc1ccc(-c2nc(CS(=O)CC(=O)NCCN(CC(C)C)CC(C)C)c(C)o2)cc1 (centres undefined)	3	1	3	1	12	107	112	3	-3.2
CC(OC(=O)c1cccn1C)C(=O)Nc1ccc2c(c1)OCO2 (centres undefined)	5	3	5	3	-2	104	89	-3	-5.8
N/C(Cc1cccs1)=N\OC(=O)COc1ccccc1Cl	-1	-5	1	0	31	91	83	5	-1.4
COc1ccc(NC(=O)CSc2nnc(C3CCCCC3)o2)c(OC)c1	10	-1	4	0	2	103	95	-1	-0.5
Cc1cccc(CC(=O)NCCN2CCOCC2)c1	1	-2	6	0	11	103	108	-1	0.4
Cc1nn(-c2ccccc2)c(=S)c2ccccc12	-4	9	5	0	16	90	95	-2	3.9
CCOC(=O)c1[nH]c2ccc(OC)cc2c1NC(=S)N1CCN(c2ccccc2OC)CC1	3	12	14	0	10	99	99	-1	2.3
COC(=O)CC1C(=O)NCCN1C(=O)c1cc(OC)c(OC)cc1OC (centres undefined)	1	5	4	0	6	98	107	-2	-0.1
CC(C)(O)P(C)(=O)c1ccccc1 (centres undefined)	4	3	4	0	5	103	100	4	-2.1
COCCNS(=O)(=O)c1ccc2c3c(cccc13)C(=O)N2C	-1	7	5	2	9	98	100	0	-3.8
Cn1cc(Cl)c(/C(N)=N/OC(=O)c2ccccc2C(F)(F)F)n1	1	2	5	0	-2	106[may fluoresce green]	125[may fluoresce green]	-2	2.2
COc1ccc(CN(C)c2ncnc3sccc23)c(OC)c1OC	-1	2	2	1	1	87	89	-6	0.2
Cc1c(N=C2C(=O)Nc3ccccc32)c(=O)n(-c2ccccc2)n1C	7	13	15	1	4	101	96	-3	-0.6
CC1=CC2=NC(=O)/C(=C\c3cccn3CCOc3cc(C)cc(C)c3)C(=N)N2O1	5	1	1	0	-4	102	89	-15	1.1
CC(=O)c1ccc(N/N=C2/CCCNC2=O)cc1	-7	0	7	0	4	nt	nt	10	1.9
CCCN1C2=C(C(=O)CCC2)C(c2ccc(O)c(Br)c2)C2=C1CCCC2=O	18	43*	38*	0	-60	99	97	0	-9.4
c1ccc(-c2noc(COc3ccc4c(c3)OCO4)n2)cc1	3	-2	-2	2	0	101	94	2	1.6
O=C(C1=C[C@H](C2CC2)C[C@H](OCCCCO)O1)N1CCN(Cc2ccc3c(c2)OCO3)CC1	7	2	5	4	3	91	116	4	0.1
CCCc1nc(SCC(=O)N2CCC(Cc3ccccc3)CC2)c2c(=O)n(C)c(=O)n(C)c2n1	2	2	4	0	-21	110	117	-1	-1.2
N#Cc1cccc(NC(=O)c2cncn2-c2ccccc2)c1	-5	-19	-6	0	-9	101	96	-3	-1.6
COc1ccc(CC(=O)OCc2cc3ccccc3[nH]c2=O)cc1	-5	3	9	0	-6	94	97	5	0.6
O=C(Cc1ccccc1Cl)Nc1nc2ccccc2[nH]1	5	2	1	2	4	104	101	4	2.0
Clc1ccccc1Nc1nnc(-c2ccncc2)s1	1	5	0	3	5	96	107	2	1.6
CC1(C(=O)N2CCN(Cc3ccccc3Cl)CC2)CC1(Cl)Cl (centres undefined)	6	4	3	5	-3	98	104	-1	0.0
CC1=CC(C)(C)N=C(NC#N)N1	1	4	5	1	13	103	103	0	-2.5
O=C(NCc1ccccc1Br)c1cccc2c1C(=O)c1ccc(-c3ccc(OC(F)(F)F)cc3)cc1S2(=O)=O	0	nt	nt	0	20	96	98	nt	nt
COc1cc(OC)cc(C(=O)Nc2nc3ccccc3[nH]2)c1	2	11	8	0	6	87	88	2	4.1
O=C(CC1SC(N2CCCCC2)=NC1=O)Nc1ccc(C(=O)O)cc1 (centres undefined)	4	5	4	0	17	100	93	nt	nt
O=C(CSc1nnc(NC(=O)c2ccccc2F)s1)Nc1ccccc1F	-5	-5	2	2	16	99	87	-2	-0.7
O=C(N/N=C/c1ccc[nH]1)c1ccccc1OCc1ccc(F)cc1	4	4	1	0	11	105	74	-2	-1.8
CN(C)CCCNC(=O)c1cc(C(=O)c2cccc(Cl)c2Cl)c[nH]1	-9	-4	0	0	19	106	108	3	1.7
COC(=O)CCC(=O)N1CCCC(CO)(Cc2ccccc2C)C1 (centres undefined)	8	3	3	2	-1	103	102	-4	-0.7
Cc1ccc(CN2C(=O)c3ccccc3Sc3ccc(C(=O)NCCCN4CCOCC4)cc32)cc1	0	0	2	0	-76	99	99	2	1.5
CC(NC(=S)NC1CCCCC1)c1ccccc1 (centres undefined)	3	12	4	2	-8	97	107	-1	0.5
COc1ccc(-c2cc(C)no2)cc1S(=O)(=O)N1CCN(c2cccc(C)c2)C(C)C1 (centres undefined)	7	1	4	0	14	97	90	0	-0.9
CC(C)(C)NC(=O)C(=O)NC(=O)c1c(F)cccc1Cl	3	7	2	2	23	100	97	2	0.3
COc1ccccc1N=c1oc2c(OC)cccc2cc1C(=O)NCc1ccco1	9	6	9	0	-6	102	107	-3	-6.9
C/C=C(/C)C(=O)Nc1cccc(C2=NOC3(C2)C[C@@H](C(N)=O)N(C(=O)c2ccc(OC)cc2)C3)c1 (some centres undefined)	2	5	1	5	-6	83	92	-3	1.2
O=C1C2C3C=CC(C3)C2C(=O)N1CCN1CCN(Cc2ccc([N+](=O)[O-])cc2)CC1 (centres undefined)	3	-2	-3	0	2	104	111	-1	0.6
O=S(=O)(c1ccc2ccccc2c1)N1CCN=C1SCc1cccnc1	4	-9	1	0	23	101	97	0	2.7
CC(C)c1ccc(NC(=O)Cn2ncn3c(cc4ccccc43)c2=O)cc1	2	15	11	2	-9	104	102	-6	3.0
COc1ccc(NC(=O)CSc2nc3ccccc3nc2N2CCCCC2)cc1	3	0	4	0	-3	101	102	-7	3.4
COCCCNC(=O)CN1C(=O)/C(=C/c2ccccc2)Sc2ccccc21	6	6	5	1	-8	108	107	0	-0.5
CCCOc1ccc(CSC(CC(=O)O)C(=O)O)cc1 (centres undefined)	-4	-3	3	0	13	102	95	-4	-0.8
O=C(Cc1ccc(NC2=NC3CS(=O)(=O)CC3S2)cc1)NCCc1ccccc1 (centres undefined)	1	9	2	4	-13	100	100	-5	1.8
CC1=CC(C)(C)NC(=S)N1c1ccc2ccccc2c1	-8	4	1	2	4	98	98	-2	-0.2
OCC[C@H]1C[C@@H](O)[C@H](O)[C@]2(CCCc3ccccc3O2)O1	5	0	-3	2	41	73	65	2	nt
COc1cccc(CNC(=O)C2CCN(S(=O)(=O)N3CCC4(CC3)OCCO4)CC2)c1	-6	-5	-5	0	16	101	115	7	1.4
CC(=O)Oc1ccc(CCC(C)OC(C)=O)cc1 (centres undefined)	8	3	2	1	25	72	63	2	1.5
CC1(C)Oc2ccc3ccc(=O)oc3c2/C(=C/NC2CCCCC2)C1=O	2	3	6	2	-1	92	96	3	-1.5
COc1cc(OC)cc(C(=O)NNC(=O)CCC(=O)c2cc(C)sc2C)c1	1	nt	nt	1	21	106	103	nt	nt
COC(=O)[C@@H](Cc1ccccc1)NC(=O)NCCc1ccc(OC)c(OC)c1	4	1	-5	0	-1	106	104	0	-0.1
CS(=O)(=O)c1ccc(NCCN2CCOCC2)c([N+](=O)[O-])c1	0	1	1	0	9	100	107	-1	2.7
CC1(C)OC(=O)C(=CNn2cnc3ccccc3c2=O)C(=O)O1	3	15	4	0	-11	105	104	1	-2.2
